# PGC1a acetyl inh: modulators of PGC1a acetylation; inhibition, % at 15.6 µM; U2OS PGC1a acetylation, AlphaScreen anti-acetyl-lysine; with virally co-expressed GCN5 acetyltransferase; hit rate 0.17% among 350,000;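 active = every replicate shows inhibition of at least 40%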;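 also: 0% = neutral control wells and 100% = positive control wells; some results beyond the cut were filed as inactive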
# Statin myotox sup: suppression of simvastatin myotoxicity | hit rate 0.78% among 330,000 | C2C12 myotubes + simvastatin, ATP luminescence, 48 h; scaled: DMSO 0, geranylgeraniol control 100 | rescue of ATP level, % at 7.49 µM;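 active = mean ATP rescue above about 67%, or every replicate alone reaching that limit, limit read from the data, passing the limit was not always enough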;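 also: myotubes were challenged with 10 µM simvastatin during compound exposure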
# miR122 inh: miR-122 inhibition in Huh7 cells. Huh7 miR-122 Renilla luciferase sensor, 48 h; neutral wells = 0, positive control = 100. hit rate 0.3% among 340,000. activation (reporter increase), % at 12.5 µM;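 active = mean replicate activation score at least 90 and every replicate individually at or above 90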;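 also: higher luciferase means less miR-122 activity so hits act as miR-122 inhibitors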
# Cneo AK release: Cryptococcus neoformans lysis via adenylate kinase release; hit rate 0.2% among 360,000; C. neoformans lysis, adenylate kinase release luminescence, 4 h; normalised: neutral wells 0, clomiphene wells 100; lysis activity, % at 15 µM;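 active = mean lysis activity across replicates of at least 80%, whatever share of replicates individually reach that level; inactive = mean lysis activity below 80%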
#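 Assay system: C. neoformans cells. Amount: yeast cell density of 5 × 10^6 cells/mL. Technique: AK luminescence. Buffer or medium: YPD. Times: static 4 h at 37 °C with compound, 1 h detection. Dosing: single-point compound dose. Read-out: lysis from increased AK signal.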
# PglD DTNB: PglD (C. jejuni) enzyme inhibition; purified PglD enzyme, DTNB colorimetric CoA detection; inhibition, % at 12.5 µM; hit rate 0.098% among 360,000; in the data active = inhibition above about 16%, passing the limit was not always enough; also: strong numbers were not always called active
# Active calls of the source: *; . = no result given. The list is partial; count on the stated rates, not on these rows.
SMILES,PGC1a acetyl inh,Statin myotox sup,miR122 inh,Cneo AK release,PglD DTNB
C=CCn1c(SCC(=O)N(C)C2CCS(=O)(=O)C2)nnc1-c1ccncc1 (centres undefined),-3.2,-3.2,-6.1,.,.
CCC1(C)Cc2c(sc3c2c(=O)n(C)c2nnc(SCc4ccccc4)n32)CO1 (centres undefined),4.4,31.8,0.2,.,.
Nc1n[nH]c(-c2ccc(Br)cc2)c1Cl,-5.0,17.4,8.0,.,.
CCOC(=O)c1cc2sc(C)cc2n1CC(=O)Nc1cccc(C)c1C,-18.7,0.8,-6.7,.,.
Nc1nc(CSCc2ccccc2)nc(N2CCOCC2)n1,-5.4,4.7,-5.0,.,.
CCOC(=O)c1c(C)nc2sc(C(=O)Nc3ccc(C(C)=O)cc3)c(N)c2c1-c1ccc(OC)cc1,-9.8,-71.7,-4.6,.,.
O=C(COC(=O)Cc1cccs1)Nc1ccccc1,2.6,-4.1,-5.5,.,.
COc1ccc(Cl)cc1S(=O)(=O)N1CCCC1,-23.5,8.2,-3.0,.,.
Cc1cc(C)n(C(C[N+](=O)[O-])c2ccc(Cl)cc2)n1 (centres undefined),21.5,2.2,-1.4,.,.
COc1ccc(N(C(=O)c2ccco2)C(C(=O)NC2CCCCC2)c2cccs2)cc1OC (centres undefined),-8.7,18.6,0.0,.,.
O=C(c1ccccc1)N(CCN1CCOCC1)C1(C(=O)Nc2ccccc2)CCCCC1,-5.2,2.8,3.4,.,.
COc1ccc(NC(=O)C2CCN(Cc3cnn(-c4ccccc4)c3-n3cccc3)CC2)cc1OC,1.4,16.8,-2.8,.,.
Cc1ccc(Br)cc1S(=O)(=O)N1CCN(c2ccccc2)CC1,-21.6,2.3,11.3,.,.
Cc1ccc(C)c(S(=O)(=O)NCc2ccc(C(=O)N3CCN(C)CC3)cc2)c1,-42.0,15.7,6.6,.,.
Cc1ccc(-c2nc(-c3cccnc3)no2)c(C)c1,-1.6,0.1,-0.8,.,.
CCOC(=O)C1=C(CSCC(=O)OC)NC(=O)NC1c1cc(C)ccc1C (centres undefined),9.7,40.7,4.9,.,.
COc1ccc(-c2noc(C)c2-c2ccc3ccccc3n2)c(O)c1,-13.3,9.0,18.0,.,.
CCC(=O)NC1(C(F)(F)F)C(=O)Nc2c1c(=O)[nH]c(=O)n2Cc1ccco1 (centres undefined),.,8.3,.,-3.6,-1.2
CCCCOc1ccc(C(C)NC(=O)C2CCCN(S(=O)(=O)CC)C2)cc1 (centres undefined),.,-0.7,.,0.4,2.7
Cc1nc([N+](=O)[O-])cn1CC(=O)c1ccc(F)cc1,.,29.3,.,3.3,-0.5
O=C1C(Cc2ccccc2)SC(=Nc2ccccc2)N1c1ccccc1 (centres undefined),.,2.8,.,-2.4,-4.8
Cc1cccc(-c2oc3ccc(-c4ccc5c(c4)OCO5)cc3c2/C=C/c2ccc(N)cc2)c1,.,-17.4,.,-1.3,2.0
O=C(OCCN1CCN(c2ncc(C(F)(F)F)cc2Cl)CC1)c1ccc(Cl)cc1,.,0.8,.,2.3,-2.2
CCOC(=O)C1=C(N)Oc2cc(C)oc(=O)c2C1c1cccnc1 (centres undefined),.,10.0,.,0.0,-0.5
COc1ccc(/C=C/C(=O)Oc2cccc(/C=N/NC(=O)COc3c(C)cccc3C)c2)cc1,.,-2.1,.,-0.1,-2.4
# Next section:
SMILES,PGC1a acetyl inh,Statin myotox sup,miR122 inh,Cneo AK release,PglD DTNB
O=C(CSc1nnc(C2COc3ccccc3O2)o1)Nc1nccs1 (centres undefined),.,-0.6,.,-3.7,0.6
CC(C)n1cnc2c(NCc3ccccc3)cc(OCC3CCN(C)CC3)cc21,.,-122.1,.,0.2,-6.2
CN(C)Cc1c(O)c(Cl)cc2c3c(c(=O)oc12)CCCC3,.,-5.0,.,-0.5,1.1
N#Cc1cc(C(=O)c2cc(Br)ccc2O)cn(C2CC2)c1=O,.,4.9,.,0.1,4.1
CC(Sc1ccccc1)C(=O)Nc1ccccc1C(=O)N1CCOCC1 (centres undefined),.,14.1,.,2.0,1.0
CCOC(=O)CC(=O)CSc1ncnc2c1oc1ccccc12,.,2.3,.,-0.7,-1.0
Cc1ccc(CN2CN(S(=O)(=O)c3cccs3)c3nc4ccccc4nc32)cc1,.,3.6,.,0.3,-3.6
CC(C)CNS(=O)(=O)c1ccc(CCC(=O)O)cc1,.,7.6,.,-0.4,5.0
CCn1c(SCC(=O)N2CCC(C(N)=O)(N3CCCCC3)CC2)nnc1-c1ccccc1,.,-8.1,.,2.2,6.4
O=C(c1nc2nc(-c3cccs3)cc(C(F)(F)F)n2n1)N1CCN(Cc2ccccc2)CC1,.,-0.4,.,-1.9,1.9
O=C(NNS(=O)(=O)c1ccc(F)cc1)c1ccc([N+](=O)[O-])cc1,.,2.9,.,1.5,3.7
Nc1c2c(nc3ccccc13)CCC2,.,-9.1,.,2.4,-4.0
Cc1ccc2c(CSc3nnc(N)s3)cc(=O)oc2c1,.,16.3,.,2.4,4.0
CCOc1cccc(OCCCCn2ccnc2)c1,.,-11.3,.,0.3,3.5
Cc1occc1C(=O)NCCCc1ccccc1,.,9.0,.,-0.7,6.9
COc1ccc(Sc2cnn(-c3ccccc3)c(=O)c2Cl)cc1,.,8.0,.,7.8,3.8
CCCS(=O)(=O)c1nc(S(=O)(=O)c2ccc(C)cc2)c(NCCCN2CCOCC2)s1,.,-5.5,.,0.9,-2.7
COCCn1nnnc1CN(CCCN1CCOCC1)Cc1cc2c(C)ccc(C)c2[nH]c1=O,.,2.3,.,0.0,0.6
C=CC(=O)Nc1cccc(Nc2nc(N[C@H]3CC[C@H](N(C)C)CC3)nc3c2ncn3C(C)C)c1,.,-249.4,.,3.7,0.6
COc1ccc(S(=O)(=O)N(CC(=O)N2CCCC2)Cc2ccccc2)cc1,.,-17.4,.,1.4,-0.6
Cc1ccccc1SCC(=O)Nc1cc(C(F)(F)F)ccc1N1CCOCC1,.,-1.4,.,-0.4,-4.2
COC(=O)Cc1cc(=O)n2[nH]cnc2n1,.,3.0,.,11.2,0.4
C=CC(=O)Nc1cccc(Oc2ccnc3[nH]ccc23)c1,.,-6.3,.,0.1,-1.9
O=C(O)CC(NCc1ccco1)C(=O)OCC1CCCO1 (centres undefined),.,-4.9,.,0.5,-3.7
COC(=O)Nc1nc(C)c(C(=O)c2ccccc2)s1,.,-17.9,.,0.5,-3.9
# (further entries)
SMILES,PGC1a acetyl inh,Statin myotox sup,miR122 inh,Cneo AK release,PglD DTNB
CC(C)OC(=O)CSc1nnc(-c2ccc(Cl)cc2Cl)o1,.,-3.2,.,-0.6,-0.6
Cn1c(SCC(=O)N2CCOCC2)nnc1-c1cccc(NC(=O)c2ccccc2)c1,.,-1.4,.,1.8,7.5
Cc1c(C)[n+](=O)c2c(n1[O-])CCC2,.,7.9,.,2.2,-7.9
O=C(Nc1cccc2cccnc12)c1cccc(N2C(=O)CCC2=O)c1,.,-7.8,.,-2.9,-5.6
Cc1ccccc1C(=O)N1CCN(c2ccccn2)CC1,.,-1.2,.,-1.9,-0.9
COc1cccc(C2/C(=C(/O)c3ccc4c(c3)CC(C)O4)C(=O)C(=O)N2CC2CCCO2)c1 (centres undefined),.,6.1,.,0.4,-7.1
S=c1[nH]nc(-c2ccncc2)n1CC1CCCO1 (centres undefined),.,-19.4,.,-3.7,5.8
CCc1nn(C(C)C(=O)N2CCc3ccccc3C2)c(=O)c2cc3occc3n12 (centres undefined),.,5.9,.,0.6,6.4
CCOC(=O)C1=C(C)NC(=O)NC1c1cc2c(cc1Br)OCO2 (centres undefined),.,14.7,.,1.9,2.0
CC(C)COC(=O)Nc1ccccc1C(=O)N1CCOCC1,.,-7.2,.,0.3,1.0
CCOC(=O)C1CCCN(C(=O)c2ccc(CS(=O)(=O)c3ccc(C)cc3)o2)C1 (centres undefined),.,17.8,.,0.9,2.8
Cc1ccc(S(=O)(=O)N2CCN(C(=O)CSc3ncc(C(F)(F)F)cc3Cl)CC2)cc1,.,12.8,.,2.5,-0.3
Cc1ccc(NC(=O)c2sc(Cl)nc2-c2ccccc2)cc1,.,-14.7,.,-1.2,0.8
O=C(c1cccc(Cl)c1)N1CCN(Cc2ccncc2)CC1,.,4.1,.,-1.1,-1.3
O=C(Nc1ccccc1)N(CCCN1CCOCC1)Cc1ccccc1F,.,7.2,.,3.7,3.2
CCCS(=O)(=O)N1CCCC(C(=O)NCCc2ccc(Cl)cc2)C1 (centres undefined),.,-2.9,.,6.9,-1.6
CC1(C)OC(c2ccccc2)=C/C(=C/C=Nc2ccccc2)O1,.,23.7,.,-0.3,-3.0
Cc1ccc(-n2nc3c(N4CCC(C(=O)N5CCCCCC5)CC4)nnc(C)c3c2C)cc1,.,-9.0,.,0.6,0.3
CCN(CC)c1nc(C)nc2c1cnn2CCc1ccccc1,.,-12.5,.,-1.7,-1.9
C=CCn1c(SCC(=O)c2c(N)n(C)c(=O)n(C)c2=O)nc2sc(CC)cc2c1=O,.,-20.5,.,-0.8,-2.4
COc1ccc(CCNC(=O)C(=O)NCc2ccccc2)cc1OC,.,-10.7,.,-1.2,-3.4
CCCSc1cc(N2CCOCC2)nc(-c2ccccc2Cl)n1,.,-20.7,.,-1.2,0.0
COc1ccccc1OCCSc1nnnn1C1CCCCC1,.,6.3,.,3.4,1.4
CCC(C)(C)NC(=O)c1cc(OC)c(OC)cc1[N+](=O)[O-],.,-1.7,.,3.7,-0.6
CCC(=O)NC(c1ccc(C)cc1)c1cc(Cl)c2cccnc2c1O (centres undefined),.,2.7,.,-1.1,-2.2
CCn1c(SCc2cccc(C(=O)O)c2)nnc1-c1ccccc1,.,-9.6,.,-1.0,1.0
CCN(CC)c1ccc(NC(=O)Nc2cccc3ccccc23)cc1,.,-43.8,.,-1.8,3.7
O=C(NCc1ccco1)c1c[nH]c2ccc(S(=O)(=O)N3CCOCC3)cc2c1=O,.,-1.6,.,-1.9,-2.5
O=C(c1ccco1)N1CCN(c2ncnc3c(-c4ccc(Cl)cc4)nsc23)CC1,.,4.7,.,-8.4,-1.8
Cc1nnc(SCC(=O)Nc2ncc(Cl)cc2Cl)n1Cc1ccccc1,.,14.4,.,1.0,1.5

# Full records from above. Screens in order: PGC1a acetyl inh, Statin myotox sup, miR122 inh, Cneo AK release, PglD DTNB
# Record of O=C(c1cccc(Cl)c1)N1CCN(Cc2ccncc2)CC1 : ., 4.1, ., -1.1, -1.3
# Record of CCC(=O)NC(c1ccc(C)cc1)c1cc(Cl)c2cccnc2c1O (centres undefined) : ., 2.7, ., -1.1, -2.2
# Record of Cc1nnc(SCC(=O)Nc2ncc(Cl)cc2Cl)n1Cc1ccccc1 : ., 14.4, ., 1.0, 1.5
# Record of O=C(c1ccco1)N1CCN(c2ncnc3c(-c4ccc(Cl)cc4)nsc23)CC1 : ., 4.7, ., -8.4, -1.8
# Record of C=CCn1c(SCC(=O)c2c(N)n(C)c(=O)n(C)c2=O)nc2sc(CC)cc2c1=O : ., -20.5, ., -0.8, -2.4

# In the list so far, these have a COOH group:
SMILES,PGC1a acetyl inh,Statin myotox sup,miR122 inh,Cneo AK release,PglD DTNB
CC(C)CNS(=O)(=O)c1ccc(CCC(=O)O)cc1,.,7.6,.,-0.4,5.0
O=C(O)CC(NCc1ccco1)C(=O)OCC1CCCO1 (centres undefined),.,-4.9,.,0.5,-3.7
CCn1c(SCc2cccc(C(=O)O)c2)nnc1-c1ccccc1,.,-9.6,.,-1.0,1.0

# Rewritten bar-delimited: part of the list above.
SMILES | PGC1a acetyl inh | Statin myotox sup | miR122 inh | Cneo AK release | PglD DTNB
O=C(Nc1cccc2cccnc12)c1cccc(N2C(=O)CCC2=O)c1 | . | -7.8 | . | -2.9 | -5.6
CCOC(=O)C1=C(C)NC(=O)NC1c1cc2c(cc1Br)OCO2 (centres undefined) | . | 14.7 | . | 1.9 | 2.0
O=C(c1ccco1)N1CCN(c2ncnc3c(-c4ccc(Cl)cc4)nsc23)CC1 | . | 4.7 | . | -8.4 | -1.8
CCc1nn(C(C)C(=O)N2CCc3ccccc3C2)c(=O)c2cc3occc3n12 (centres undefined) | . | 5.9 | . | 0.6 | 6.4
CCN(CC)c1ccc(NC(=O)Nc2cccc3ccccc23)cc1 | . | -43.8 | . | -1.8 | 3.7

# High-throughput results (PubChem)
